High-throughput results deposited in PubChem BioAssay by Sanford-Burnham Center for Chemical Genomics.
TAG inh: reduces triacylglycerol accumulation in H9c2 cells; Nile Red lipid (TAG) fluorescence; cells loaded with 200 µM oleic acid; inhibition, % at 12.5 µM; hit rate 0.66% among 230,000;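 active means pattern-corrected inhibition of lipid staining of at least 50% with the nuclear-stain viability signal not falling by more than 50%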;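 further: 0% = DMSO wells and 100% = triacsin C control wells; some results filed as inactive read as strong as hits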
TAG inh DAPI viability: second read-out of TAG inh, no call of its own (marks repeat the call); DAPI nuclei signal change (viability), lower = more cytotoxic, %;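 whole-well DAPI fluorescence read on a plate reader as a viability signal; minus 50 percent equals half of cells still viable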
Active calls of the source: *.

molecule | TAG inh DAPI viability | TAG inh
COc1ccc(C(C)=O)cc1CS(=O)(=O)CC(=O)O | -12 | 13
CCOc1ccccc1CN1CCC(n2nccc2NC(=O)CCCc2ccccc2)CC1 | 9 | 12
O=C(COc1ccc(Cl)cc1Cl)Nc1ccc2nc3n(c(=O)c2c1)CCCC3 | 9 | 6
Cc1ccc(NC(=O)NCCN2CCCCC2)cc1 | -6 | -3
CC(C)(C)c1cc[n+](-c2[nH]c(=O)sc2/C=N/NC([S-])=Nc2ccccc2)cc1 | -13 | 13
CC(Sc1nnc(-c2ccc(Cl)cc2)n1N)C(=O)NCC1CCCO1 (configuration not stated) | -1 | 4
COc1ccc(CN2CC(C(=O)NCCN3CCN(c4ccccc4F)CC3)CC2=O)cc1 (configuration not stated) | 0 | -8
CCc1nc2ccc(C(=O)Nc3cccc(NS(C)(=O)=O)c3)cn2c1N(C=O)CCC(C)C | 5 | 0
CC(=O)c1ccc(NC(=O)c2cnn3ccccc23)cc1 | -12 | 19
O=C(Cc1ccccc1)N1CCC(O)(c2cccnc2)CC1 | 8 | -25
COc1cccc(CN2CCNC(=O)C2CC(=O)N(C)C2CCOCC2)c1OC (configuration not stated) | 0 | -2
COc1ccccc1C(=O)Nc1cccc(C(=O)N2CCOCC2)c1 | -1 | 14
O=C(CN1C(=O)NC2(CCCCC2)C1=O)N1CCN(S(=O)(=O)c2ccc(F)c(F)c2F)CC1 | -3 | 5
COc1cc(S(=O)(=O)N(Cc2ccccc2)CC2CCCO2)ccc1-n1cnnn1 (configuration not stated) | -4 | 3
CCOC(=O)C1=C(C)Nc2ccccc2N/C1=N\S(=O)(=O)c1cccc(Cl)c1 | 4 | -7
COc1ccc(C(=O)NCCCNc2nc3cc(C)cc(C)c3cc2C#N)cc1 | 6 | -2
Cc1occc1-c1nnc(SCC(=O)N2CCOCC2)n1CCc1ccccc1 | -4 | -8
CC(C)c1ccc(NC(=O)CNC(=O)Cn2cnc3ccccc3c2=O)cc1 | 2 | 9
C=CCOC(=O)c1cn(CC)c2nc(C)ccc2c1=O | 5 | -5
O=C(c1cccs1)N1C[C@@H](n2cc(C3CC3)nn2)[C@H](O)C[C@@H]1c1ccc(Cl)cc1 | -2 | -3
O=C(NCCc1ccccc1)/C(=N\O)c1ccccc1 | 11 | -4
O=c1oc(-c2ccccc2F)nc2scc(-c3ccccc3)c12 | 6 | -12
FC(F)(F)c1cc(-c2ccccc2)nc(-n2cc(Cl)cn2)n1 | 13 | -11
CC(C)Nc1nc(Nc2ccc(F)cc2)c2sccc2n1 | 13 | 5
Fc1c(F)c(F)c(SCn2cc(Br)cn2)c(F)c1F | -2 | -1

Four of these compounds in another layout:
CCc1nc2ccc(C(=O)Nc3cccc(NS(C)(=O)=O)c3)cn2c1N(C=O)CCC(C)C
  TAG inh DAPI viability: 5; TAG inh: 0
COc1ccccc1C(=O)Nc1cccc(C(=O)N2CCOCC2)c1
  TAG inh DAPI viability: -1; TAG inh: 14
O=C(Cc1ccccc1)N1CCC(O)(c2cccnc2)CC1
  TAG inh DAPI viability: 8; TAG inh: -25
Fc1c(F)c(F)c(SCn2cc(Br)cn2)c(F)c1F
  TAG inh DAPI viability: -2; TAG inh: -1

Other results follow.
molecule | TAG inh DAPI viability | TAG inh
O=P1(O)Cc2ccccc2-c2ccccc21 | 15 | -8
Cc1ccc2c(CN3CCN(C(=O)c4ccco4)CC3)cc(=O)oc2c1C | -6 | -12
CCOc1ccc(N(CC(=O)Nc2cccc(Br)c2)S(C)(=O)=O)cc1 | -7 | -2
O=C(O)CN1C(=O)NC2(CCOc3ccccc32)C1=O (configuration not stated) | 3 | -7
O=C(CN1CCOCC1)Nc1cccc(Cl)c1Cl | -14 | 2
COc1ccc(CC(=O)NC(C)c2nnc(SCC(=O)Nc3ccccc3F)n2C)cc1 (configuration not stated) | -10 | -1
CNC(=O)/C(C#N)=C/c1ccc(-c2nc3ccccc3s2)o1 | 7 | 0
CCOC(=O)C1(Cc2cccc(Cl)c2)CCCN(C(=O)c2ccc(COC)s2)C1 (configuration not stated) | -12 | 3
CCOC(=O)c1c(N)sc(C(=O)Nc2ccc3c(c2)OCO3)c1C | 8 | -27
CC1Cc2ccccc2N1C(=O)CO/N=C/c1ccccc1OC(F)F (configuration not stated) | 1 | -2
O=S(=O)(NN=C1CCCCCC1)c1ccccc1 | -4 | 10
Fc1ccc(/C=N/Nc2nn[nH]n2)cc1 | -6 | -10
CC(C)=CC(=O)N1CCC(N2CCC(C(=O)N3CCOCC3)CC2)CC1 | 5 | -5
O=C1CN(C(=O)CSc2nnnn2C2CC2)c2ccccc2N1 | -8 | 0
Cn1cccc1C(=O)NCc1ccccn1 | -8 | 10
CC(NC(=O)Cc1ccc(NC2=NC3CS(=O)(=O)CC3S2)cc1)c1ccccc1 (configuration not stated) | -5 | 7
O=C(N/N=C/c1cn(-c2ccccc2)nc1-c1cccnc1)c1ccc(F)cc1 | -7 | 12
C/C(=N/NC(=O)c1ccccn1)c1ccc(O)cc1 | 5 | 1
COc1ccc(S(=O)(=O)N2Cc3ccccc3CC2C(=O)O)cc1OC (configuration not stated) | -12 | 10
CN(Cc1nc2ccccc2c(=O)[nH]1)C(=O)c1cccc(S(=O)(=O)N2CCc3ccccc32)c1 | -10 | -15
C=CCC1NS(=O)(=O)OC(CCCC)C1O (configuration not stated) | 7 | -10
CN(C)C(=O)c1cc(Cl)ccc1Sc1cc(Cl)ccc1Cl | -3 | -17
C#CCOCCOCCOCCNc1nc(N2CCN(C(=O)[C@H](CCCN=C(N)N)n3cc(C(N)[C@@H](C)CC)nn3)CC2)nc(N2CCN(C(=O)[C@H](CCCCN)n3cc([C@@H](N)CC(N)=O)nn3)CC2)n1 (some centres not stated) | 14 | -7
COc1ccccc1CNC1CCCc2ccccc21 (configuration not stated) | 12 | 7
Cc1cccc(-c2nc(CS(=O)CC(=O)N3CCc4ccccc4C3)c(C)o2)c1 (configuration not stated) | -7 | -3
CC1(C)Cc2c(C#N)c(NCc3ccco3)nc(-c3ccco3)c2CO1 | 8 | 11
Cc1ccc(N(CCC#N)C(=O)COC(=O)C2CCN(S(=O)(=O)c3ccc4c(c3)OCCO4)CC2)cc1 | 5 | -9
Cc1c(C(=O)Nc2ccc(S(=O)(=O)Nc3ncccn3)cc2)oc2ccccc12 | -1 | 5
Cn1c(=O)oc2ccccc2c1=O | 5 | -3
CN(Cc1ccccc1)C(=O)c1nc[nH]c1C(=O)N1CCN(C(=O)OC(C)(C)C)CC1 | 15 | 13
CCOC(=O)C(C)Oc1cccc2c(=O)n(CC(=O)NCc3ccc4c(c3)OCO4)ccc12 (configuration not stated) | -25* | 54*
CC(=O)Nc1ccc(S(=O)(=O)N(C)CC(=O)N(C)Cc2sccc2C)cc1 | -6 | 0
COc1ccccc1NC(=O)C(C)N1C(=O)c2ccccc2C1=O (configuration not stated) | -6 | -3
COc1ccccc1CNC(=O)c1ccc(C)s1 | 2 | -31
CCOc1ccc(OCCCC(=O)N(C)CC(=O)Nc2ccccc2Br)cc1 | -5 | -1
O=C(/C=C/c1ccccc1[N+](=O)[O-])c1ccccc1Br | -2 | -4
CC(C)(C)c1ccc(OCC(=O)NCc2ccco2)c(Br)c1 | 10 | -12
COc1ccc(CN=C2NN=C(c3ccc(Cl)cc3)CS2)cc1 | 0 | 0
O=C(NC1CCN(S(=O)(=O)c2ccc(F)cc2)CC1)c1ccc(F)cc1 | 15 | -4
COc1ccc(OC)c(/C=N/NC(=O)c2csc3ccccc23)c1 | -7 | 18
CCc1ccc(/C=C2\SC(=S)N(CCCC(=O)Nc3ccccn3)C2=O)cc1 | -2 | 16
COc1ccc(C2c3c(-c4cc(Cl)c(C)cc4O)n[nH]c3C(=O)N2Cc2cccnc2)cc1OC (configuration not stated) | 3 | 10
COc1ccc(CCC(=O)OCC(=O)Nc2sccc2C(N)=O)cc1OC | -12 | -5
Cc1ccc(C)c(NC(=O)Cn2nnc(C(=O)Nc3c(C)cccc3C)c2N)c1 | 5 | 8
Cc1ccc(N2CC(C(=O)Nc3nnc(SCC(=O)NCC4CCCO4)s3)CC2=O)cc1C (configuration not stated) | -2 | 1
CCCCn1c(N)c(N(CC(C)C)C(=O)CSCC(=O)Nc2ccc(C)cc2)c(=O)[nH]c1=O | 4 | 5
CCOC(=O)C1CCN(CCC(=O)Nc2ccc(C)c(C)c2)CC1 | 3 | -4
CCOC(=O)C1(C)Oc2ccccc2C(c2ccc(OC)cc2)=C1C(=O)OC (configuration not stated) | -5 | -10
CCOc1ccccc1NC(=O)CN(c1ccc(C)cc1)S(=O)(=O)c1c(C)n[nH]c1C | 9 | 3
COc1ccc2c(CC(=O)Nc3ccc(OC)c(NS(=O)(=O)c4ccc(F)cc4)c3)coc2c1 | 16 | -1

The closing 2 compounds of the part before open the next one.
molecule | TAG inh DAPI viability | TAG inh
CCOc1ccccc1NC(=O)CN(c1ccc(C)cc1)S(=O)(=O)c1c(C)n[nH]c1C | 9 | 3
COc1ccc2c(CC(=O)Nc3ccc(OC)c(NS(=O)(=O)c4ccc(F)cc4)c3)coc2c1 | 16 | -1
CN(C)c1ccc(/C=N/Nc2nncc3ccccc23)cc1 | 3 | -5
CC(C(=O)OCC(=O)c1ccccc1)N1C(=O)C2C3CCC(C3)C2C1=O (configuration not stated) | -4 | 2
O=C(C[C@H]1C(=O)N(CCc2ccccc2)C[C@@H]1Cc1ccccc1)Nc1ccc(Br)cc1 | 2 | -5
O=C(CCCN1C(=O)/C(=C/c2ccco2)SC1=S)Nc1ccccc1C(=O)O | -3 | 2
O=C(O)c1cccc2c1C(=O)c1ccc(N3CCN(Cc4ccc5c(c4)OCO5)CC3)cc1S2(=O)=O | -6 | 3
COc1cc(NC(=S)NC(=O)CCc2ccccc2)cc(OC)c1 | -3 | -20
CCOC(=O)C1CCN(C(=O)CCc2nc3ccccc3[nH]2)CC1 | 7 | -2
CC(C)C(C(=O)Nc1ncn[nH]1)N1C(=O)c2ccccc2C1=O (configuration not stated) | 11 | -11
NS(=O)(=O)c1ccc(NC(=O)/C=C/c2ccco2)cc1 | 3 | 9
CCc1nnc(NC(=O)Cn2ccc(C(F)(F)F)n2)s1 | -2 | 4
Cc1ccc2nc(C)c(Cl)c(=O)n2c1 | -11 | 11
Cc1c(C(=O)NCc2ccc3c(c2)OCCO3)sc(=O)n1Cc1ccc2c(c1)OCO2 | -5 | 2
Clc1ccc(COn2c(-c3ccccc3)nc3ccccc32)cc1 | -24 | 21
Cc1[nH][nH]c(=O)c1N=Nc1ccc(S(N)(=O)=O)cc1 | 8 | -4
CCOC(=O)C1=C(O)/C(=C\c2ccc(O)c(OCC)c2)N=C1C | 3 | -7
COc1ccc(C)cc1NC(=O)C(OC(=O)c1cnc(C)cn1)c1ccccc1 (configuration not stated) | 3 | 5
Cc1nc2nc(COc3ccccc3)[nH]n2c(=O)c1C | 5 | -7
Cc1sc(N/N=C/C=C/c2ccccc2)nc1-c1ccccc1 | -1 | 0
CCOC(=O)c1c(C)[nH]c(C(=O)COC(=O)c2oc3ccccc3c2C)c1C | 1 | -34
N#CCSc1nc(N)c(C#N)c(C2CCCCC2)c1C#N | -18 | 12
Cc1ccc(Oc2ccc(Oc3ccc(C)cc3)nn2)cc1 | 7 | -37
Cc1ccc(F)cc1NC(=O)CSc1nc(Nc2ccccc2)nc(N2CCOCC2)n1 | -12 | 43
CC(NCCCSc1ccccc1)C(O)c1ccc(O)cc1 (configuration not stated) | 1 | 6
O=C(NCCCN1CCCC1=O)c1cc(S(=O)(=O)N2CCOCC2)c(Cl)cc1Cl | -8 | -10
CCCCCCN1CCN(C2CN(Cc3ccc([N+](=O)[O-])cc3)S(=O)(=O)C2)CC1 (configuration not stated) | -6 | 9
CN1CCN(C(=S)C(=O)Nc2ccc(Br)cc2)CC1 | -4 | -3
OC(c1cc(Cl)cc(Cl)c1)c1ncc(-c2ccccc2C(F)(F)F)[nH]1 (configuration not stated) | -2 | -6
Cc1noc(C)c1-c1ccc(C(=O)Nc2cccc(C(F)(F)F)c2)c2occc12 | 4 | 9
COc1cccc(C(=O)NC2CC3CCC(C2)N3Cc2ccccc2)c1 (configuration not stated) | -6 | 18
COc1cc(CN2CCN(Cc3ccc(C)cc3)C(CCO)C2)ccc1O (configuration not stated) | 7 | -2
Cc1ccc(C(=O)O/N=C/c2c(C(F)(F)F)nn(C)c2Sc2ccc(Cl)cc2)cc1 | 1 | -23
CC(C)(C)OC(=O)N/N=C\c1ccc([N+](=O)[O-])s1 | -9 | 11
Cc1cc(=O)oc(C)c1C(=O)N1CCCCC1 | 12 | -27
C/C(=C\c1ccccc1)CN1CCN(Cc2ccc(C)o2)C(CCO)C1 (configuration not stated) | -1 | -15
NC(=O)c1ccsc1NC(=O)COC(=O)C1CC2CCCC(C1)C2=O (configuration not stated) | 5 | -4
CCC(CCCO)CCC[C@H](C)CCC1OCCO1 (some centres not stated) | -10 | -1
Cc1cccn2c(=O)nc(SCC(=O)NCc3ccccc3Cl)nc12 | 1 | 3

Retrieved by structure from above (4):
molecule | TAG inh DAPI viability | TAG inh
Cc1noc(C)c1-c1ccc(C(=O)Nc2cccc(C(F)(F)F)c2)c2occc12 | 4 | 9
NC(=O)c1ccsc1NC(=O)COC(=O)C1CC2CCCC(C1)C2=O (configuration not stated) | 5 | -4
OC(c1cc(Cl)cc(Cl)c1)c1ncc(-c2ccccc2C(F)(F)F)[nH]1 (configuration not stated) | -2 | -6
CN1CCN(C(=S)C(=O)Nc2ccc(Br)cc2)CC1 | -4 | -3

Some of the compounds tested; the hit share may differ from the screen's.
